Screens: PubChem BioAssay, several laboratories
LMP1 NFkB inh: Epstein-Barr LMP1 NF-kappaB reporter inhibition; LMP1-induced NF-kappaB luciferase reporter cells, luminescence; inhibition, % at 12.5 µM; 0.69% of 350,000 active; AID 504558; in the data active = inhibition above about 41%; inconclusive = no clear call, values can overlap the other calls;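 also: 0% = neutral control wells and 100% = reference inhibitor control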
COUP-TFII inh: blocks human COUP-TFII nuclear receptor; P24468; HEK293T NGFI-A luciferase reporter, luminescence; inhibition, % at 8.6 µM; 0.7% of 370,000 active;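 active = inhibition above a per-plate cutoff, mean inhibition of test wells between control levels plus 3 SD, cut at about 38% in these data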;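 also: cells cotransfected with COUP-TFII expression vector driving the NGFI-A reporter; 0% = median of COUP-TF2 test wells and 100% = reporter-only cells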
Vif inh: inhibitors of HIV Vif. AID 602346. inhibition, % at 7.49 µM. HEK293T cells, Vif self-association by quenched fluorescence, imaging, 24 h. 0.35% of 340,000 active; in the data active = inhibition above about 50%, passing the limit was not always enough; inconclusive = no clear call, values can overlap the other calls; inactive = below about 31%; also: some results filed as inactive read as strong as hits
NOD2-RIPK2 inh: blocks binding of human NOD2 to RIPK2; O43353; CHO BLA complementation NOD2-RIPK2, CCF4 ratio; inhibition, % at 4.98 µM; 0.38% of 360,000 active; AID 624267; in the data active = inhibition above about 21%;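 also: 0% = vehicle only and 100% = reference blocker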
TLR9-MyD88 block: blocks human TLR9 binding to MyD88 | CHO BLA complementation TLR9-MyD88, CCF4 FRET ratio | Q9NR96+Q99836 | inhibition, % at 4.98 µM | 0.21% of 340,000 active;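 active = inhibition above the mean over all tested compounds plus 3 SD, cut at about 21% in these data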;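 also: 0% = DMSO only wells and 100% = clavulanate BLA inhibitor control wells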
NCOA3 inh: human NCOA3 inhibition | 0.17% of 360,000 active | HEK293 GAL4-SRC3 luciferase reporter, luminescence | inhibition, % at 3.6 µM | AID 588352;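 active = inhibition above a per-campaign cutoff, the mean of all compounds plus 3 SD, cut at about 60% in these data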;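 also: 0% = DMSO-treated cells and 100% = gossypol-treated cells at 36 µM; higher means less SRC3-driven luciferase light from the GAL4 reporter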
C8 TRAIL sens: caspase-8 TRAIL sensitization | NB7+C8 cells + TRAIL, ATPlite viability luminescence | inhibition (viability loss, TRAIL sensitization), % at 10 µM | 1% of 360,000 active;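 active = compounds causing at least 50% loss of cell viability in the single-dose screen, relative to plate controls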
NCOA1 inh: inhibitors of human steroid receptor coactivator 1 (SRC1); HEK293 GAL4-SRC1 luciferase reporter, luminescence; AID 588354; Q15788; 0.12% of 360,000 active; inhibition, % at 3.6 µM;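 active = inhibition above the campaign mean plus 3 SD, with each screening campaign given its own cutoff, cut at about 60% in these data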;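 also: 0% = DMSO treated cells and 100% = gossypol at 36 µM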
SRC2 inh: inhibits human steroid receptor coactivator 2 | Q15596 | HEK293 GAL4-SRC2 luciferase reporter, luminescence | inhibition, % at 9 µM | 0.17% of 370,000 active | AID 651957;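 active = inhibition above the mean inhibition of all tested compounds plus 3 SD, set per campaign, cut at about 52% in these data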;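 also: 0% = DMSO treated cells and 100% = cells given Gossypol at 36 µM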
TROY signal inh: blocks TROY-dependent signaling in reporter cells | Q293 LMP1-TROYcd NF-kB luciferase reporter, 4 h | inhibition, % at 10 µM | 0.98% of 360,000 active | AID 1347056;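 active = compounds whose plate-normalised and pattern-corrected inhibition of the luciferase reporter signal at the single screening dose is 50% or more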
NR5A2 inv ag: NR5A2 inverse agonism in reporter assay; O00482; HEK293T StAR-luciferase reporter, LRH-1 transfected, 24 h; 0.13% of 360,000 active; AID 602396; inhibition, % at 3.6 µM;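 active = inhibition above the mean inhibition of all tested compounds plus 3 SD, cut at about 73% in these data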;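 also: 0% = DMSO wells and 100% = reporter-only cells lacking LRH-1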
Active calls of the source: *; ? = inconclusive; . = not tested or not shown.

SMILES	LMP1 NFkB inh	COUP-TFII inh	Vif inh	NOD2-RIPK2 inh	TLR9-MyD88 block	NCOA3 inh	C8 TRAIL sens	NCOA1 inh	SRC2 inh	TROY signal inh	NR5A2 inv ag
CCOc1cc(N2CCOCC2)c(OCC)cc1NC(=O)CSc1ncccn1	3	8	-3	-1	-10	5	-10	9	-6	2	12
C/C(=N\Nc1cc(N2CCOCC2)ncn1)c1cccc([N+](=O)[O-])c1	0	-2	4	-2	-11	0	31	-26	-1	-13	26
COc1cccc(-c2noc(-c3ccoc3C)n2)c1	-26	-50	5	-6	-3	-65	15	-65	-41	-74	-74
O=C(c1cccc(S(=O)(=O)N2CCCC2)c1)c1nnc(-c2ccncc2)o1	2	-10	8	0	9	16	21	-2	7	-1	-12
CC(=O)c1c(C)[nH]c(C(=O)COc2ccc(C#N)cc2)c1C	1	9	-9	-5	-10	9	7	12	5	-23	-6
CC(C)c1nc(SCC(=O)c2c[nH]c3ccccc23)n[nH]1	-16	-6	6	-4	-4	-8	-5	0	23	-8	-12
COc1cccc(-c2nc(CS(=O)(=O)CC(=O)NCCN3CCOCC3)c(C)o2)c1	-1	-6	-4	10	-7	4	7	7	-13	-21	-13
N#Cc1ccc(C(C(=O)NC2CCCCC2)n2c(=O)c(-c3cc4ccccc4[nH]3)nc3ccccc32)cc1 (stereo unspecified)	.	12	.	54*	.	.	6	.	-6	.	13
O=C(c1cccs1)N1CCN(S(=O)(=O)c2cccc(Cl)c2Cl)CC1	-4	8	-2	11	-6	20	2	-5	-13	7	1
CCc1nc(SCC(=O)Nc2ccccc2OC)n[nH]1	-2	-1	5	-5	2	10	21	3	-11	-3	0
O=C(NNC(=O)c1cnccn1)c1cccc([N+](=O)[O-])c1	-8	-7	8	-2	7	-35	-5	-39	-28	22	-30
CCc1nc2c(OCCOc3ccccc3)cccn2c1N(C)C(=O)c1ccccc1F	.	11	13	7	.	-10	-13	-7	-32	-3	-18
Cc1ccc(OCc2nnc(SCCN3CCOCC3)n2C)cc1	-2	-13	.	-2	4	19	-10	19	-15	-5	-7
OCC[C@@H]1C[C@@H](O)[C@H](O)[C@@]2(CCc3ccccc3O2)O1	-7	18	-5	-3	-5	-25	-10	1	-8	-5	-10
CCC(=O)N(NC1=NS(=O)(=O)c2ccccc21)S(=O)(=O)c1ccc(C)cc1	2	-15	-2	-1	3	16	-4	-8	11	-13	4
CS(=O)(=O)N1N=C(c2cccs2)CC1c1ccccc1F (stereo unspecified)	-5	-2	1	-4	11	6	-8	8	4	-12	23
Cc1cccc(NC(=S)N2CCCC2)c1	-3	3	2	-15	2	2	6	-150	11	-9	-23
CC(C)(C)N1NC2(CCCCC2)NC1=S	3	4	-4	3	10	19	3	5	-5	4	5
C/C(=N\NC(=O)c1ccoc1C)c1ccc(Cl)s1	-10	-43	9	0	4	-83	8	-76	-64	-67	-162
Cc1ccccc1NC(=O)CCCSc1nc2ccccc2s1	-2	1	-3	2	5	-1	2	-16	-5	24	4
COc1ccc(S(=O)(=O)N(C(C)=O)c2ccc(OC(C)=O)c3ccccc23)cc1[N+](=O)[O-]	-3	-17	-27	-5	2	20	41	20	30	23	35
CN1CCC(NC(=O)c2cc(-c3cccc(Br)c3)nc3ccccc23)CC1	-12	-17	-8	14	0	7	13	-3	-2	-81	-9
C=CC[C@@H](CC(=O)N(CCO)Cc1ccccc1)C(=O)N[C@@H](COC(=O)[C@@H](CC=C)Cc1ccc(F)cc1)Cc1c[nH]c2ccccc12	7	19	-8	0	-4	-8	16	-6	-6	45	14
Cc1ccccc1CSc1nnc2ccc(-c3ccncc3)nn12	7	0	0	4	-9	12	-40	21	-10	7	16
O=C1CCC(=O)N1OCCCOc1ccccc1	3	-9	-1	-1	-1	4	0	0	6	5	7
COc1ccc2nc(SCC(=O)NCc3ccc(S(N)(=O)=O)cc3)[nH]c2c1	9	11	-3	7	1	0	10	-17	2	-24	10
N#Cc1c(-c2ccccc2)[nH]c(=O)[nH]c1=O	-1	11	-4	-3	4	8	5	-4	15	-14	-8
Cc1ccc(-c2csc3ncnc(NCCC(=O)O)c23)cc1C	-12	13	-2	2	-1	4	-5	1	0	13	3
CCN(CC(=O)NCc1ccc(Cl)cc1)C(=O)c1ccc(C#N)cc1	-1	11	.	-1	0	16	-10	-3	-13	4	2
CCn1cc(Br)c(C(=O)Nc2ccc(OC)cc2)n1	-7	-17	?	-3	-1	-38	-13	-55	-33	-41	-63
O=C(CSc1nnc(-c2c[nH]c3ccccc23)o1)N1CCCCC1	-11	-34	-2	-2	8	-31	14	-21	-12	-49	-38
O=C(CNc1ccccc1N1CCCC1=O)Nc1cc(C(F)(F)F)ccc1-n1cncn1	1	-22	24	7	-1	4	-5	19	6	-7	22
CC1C(c2ccccc2)OCCN1C(=S)Nc1ccc(S(=O)(=O)N2CCCCC2)cc1 (stereo unspecified)	-2	11	.	-2	5	5	-10	4	-9	9	-2
CCOC(=O)c1c(C)n2c3c(cc(C)cc13)CCC2	-5	5	-5	10	1	13	-7	8	-8	5	3
COc1ccc(/C=N/Nc2nnc(-c3ccccc3)c(=O)[nH]2)cc1	-37	22	3	-3	6	26	9	-7	-24	29	1
FC(F)(F)c1ccc(NCCc2ccccc2)nc1	7	-13	12	6	-6	5	-14	-12	-4	-41	-24
Cn1c(Nc2ccc(Cl)cc2)cc(=O)n(C)c1=O	-3	-4	-4	5	7	-52	-6	-3	7	-11	2
Cc1cccc(C)c1NC(=O)CSc1nnc(-c2ccccc2)n1Cc1ccc2c(c1)OCO2	3	4	6	6	9	15	-8	-25	20	-3	-8
CSc1ncccc1C(=O)N1CCC(C)(C(=O)O)C1 (stereo unspecified)	.	1	-7	-9	.	-13	4	8	14	3	-12
COc1ccc(/C(N)=N/OC(=O)c2ccc(C)c([N+](=O)[O-])c2)cc1	-36	-10	-19	-10	-4	-7	31	-9	-38	-39	0

Results in TROY signal inh, for 2 of the compounds above:
Compound	TROY signal inh
N#Cc1c(-c2ccccc2)[nH]c(=O)[nH]c1=O	-14
Cn1c(Nc2ccc(Cl)cc2)cc(=O)n(C)c1=O	-11

The results go on.
SMILES	LMP1 NFkB inh	COUP-TFII inh	Vif inh	NOD2-RIPK2 inh	TLR9-MyD88 block	NCOA3 inh	C8 TRAIL sens	NCOA1 inh	SRC2 inh	TROY signal inh	NR5A2 inv ag
CC1SC(=NC(=O)c2ccco2)NC1=O (stereo unspecified)	-5	-5	12	-1	-3	13	-1	-7	-19	-9	-1
Fc1ccc(F)c(CN2CCN(c3ncccn3)CC2)c1	4	.	15	-2	-12	8	2	8	.	-5	-18
CCOC(=O)C1C(=O)NC(C(=O)OCC)(C(=O)OCC)C1CC (stereo unspecified)	-3	-22	?	4	-4	1	-13	6	1	-1	-39
COc1cccc(COC(=O)CSCC(=O)Nc2ccc(C)cc2)c1OC	-2	-13	.	-13	-9	3	-14	-9	10	0	-17
COc1ccc(-n2c(=O)c3ccccc3n(Cc3cccc(C)c3)c2=O)cc1OC	2	-15	-2	-10	4	1	-15	2	-2	-3	13
CCOC(=O)C1CCN(C(=O)c2ccc3snnc3c2)CC1	0	-2	.	5	10	-2	-1	-10	-19	-4	20
COc1cc(C=O)ccc1Oc1cnccn1	6	-17	-2	2	-11	15	-9	-10	2	13	16
Cc1cc(C(=O)CN2C(=O)C(=O)N(C3CCCC3)C2=O)c(C)n1CCc1ccccc1	0	-2	1	-8	5	7	3	3	-19	4	7
Cc1cccc(C)c1-n1nnnc1C1c2ccccc2C(=O)N1CCc1ccc(O)cc1 (stereo unspecified)	.	-19	.	-3	.	.	1	.	5	-21	-20
O=C(COC(=O)c1cc(=O)[nH]c(=O)[nH]1)Nc1cccc(Cl)c1	-1	11	-4	0	0	14	-8	-8	24	-11	10
COc1ccc(/C=C(\NC(=O)c2ccccc2Cl)C(=O)NCCCC(=O)O)cc1	-1	9	5	-4	-9	-21	-4	12	-23	-18	-15
CCCCn1cnc2c(=S)nc(N)[nH]c21	9	17	-4	-10	7	14	-3	-3	-10	-1	0
COc1cccc(NC(=O)Cn2c(=O)n(CCCC(=O)NCc3ccco3)c(=O)c3ccccc32)c1	-8	7	.	-8	-7	-21	-17	-2	-9	-1	-27
Cc1ccc2nsnc2c1S(=O)(=O)N1CCN(C)CC1	-5	1	35	1	4	-4	-6	-27	-22	-5	3
CC(C)[C@@H]1CC[C@@H](C)c2c(-c3ccccc3)n[nH]c21	-1	1	40	5	9	23	-12	8	4	-4	15
CN1C(C(=O)NCc2ccccc2)CC2Cn3c(nc4cc(Cl)c(Cl)cc43)C21 (stereo unspecified)	2	4	4	-6	-15	3	-7	3	20	1	-3
COCC(=O)Nc1cccc(-c2ccc3nncn3n2)c1	2	-4	-2	-5	2	-9	12	10	-24	10	-7
COc1ccc(NS(=O)(=O)c2ccc3c(c2)CCO3)cc1	-10	9	-5	-12	0	12	-5	7	-2	15	10
COc1cccc(CNC(=O)CSc2ccc(-c3ccco3)nn2)c1	-1	-4	-2	1	2	5	13	-21	-9	-12	2
CC(/C=C/c1ccco1)=N\NC(=O)CNc1cccc(C)c1	1	10	2	7	-6	12	-2	-12	-32	1	-12
COC(=O)COc1ccc2occ(C(C)=O)c2c1	0	-2	1	-5	-3	17	7	-9	8	0	-7
Cc1cccc(NC(=O)CSc2nncn2N)c1C	4	7	.	-16	6	14	-2	-11	1	-4	10
O=C(O)c1ccc(NC(=S)NC(=O)c2ccc(-c3ccc(Br)cc3)o2)cc1	5	-5	0	-1	-5	-26	7	-3	5	-1	10
CC(C)(C)c1ccc(-c2n[nH]c(=S)n2CC2CCCO2)cc1 (stereo unspecified)	9	-22	-9	0	0	19	13	-11	5	-7	7
O=C1C2C3C=CC([C@@H]2C(=O)N1c1nccs1)C31CC1 (stereo partly specified)	-5	-7	4	0	2	4	1	14	10	.	8
O=C(NCc1ccc(F)cc1)C1CCCN1C(=O)Nc1ccc(F)cc1 (stereo unspecified)	-3	-3	-1	3	-4	-3	-12	-18	-11	3	-9
O=C(CNc1cccc2ccccc12)N/N=C/c1ccc(C(=O)O)cc1	-9	-3	4	-2	0	4	1	-10	-2	38	-8
Cc1nn(-c2ccccc2)c2sc(C(=O)n3cccn3)cc12	-4	4	-1	-1	4	14	-14	0	6	-61	6
O=C1CN=C(Nc2ccccc2Cl)N1Cc1ccc2c(c1)OCO2	3	-5	-3	-4	2	-9	-11	-45	-25	7	24
Cc1c(NC(=S)NC(=O)c2ccco2)c(=O)n(-c2ccccc2)n1C	2	12	0	-6	-6	18	-1	14	-14	-1	2
O=C(CCSCCC(=O)NN=Cc1cccc(Cl)c1)NN=Cc1cccc(Cl)c1	-14	-8	-1	-2	2	-1	-3	4	-1	13	-8
S=c1[nH]nc(-c2cccnc2)n1/N=C/c1cccs1	7	24	41	7	-7	-28	-14	-9	-1	2	13

Not all compounds are listed; the hit share may differ from the screen's.
